Screens from PubChem.
EPAC2 antag: qHTS for Antagonist of cAMP-regulated guanine nucleotide exchange factor 2 (EPAC2): primary screen. Rap guanine nucleotide exchange factor 4 (Homo sapiens), Q8WZA2. EPAC2 GEF exchange of Rap1B-BODIPY-GDP, fluorescence. Potency, µM (titrated, usually from 114 µM), for inactives: at the top dose activity, negative = inhibition, actives largely listed as inhibitors. 360,000 compounds, 0.18% hits; note: potency is the fitted concentration of half-maximal effect; % is set by controls: 0 for no effect and ±100 for the full control effect; nearly all actives have a fitted effect of over 45% in size; many of its hits are not listed in these tables
CCT chaperon mod: High-Throughput Screening for Modulators of Cytosolic Chaperonin Activity. purified chaperonin ATPase assay, HTRF ADP detection, 30 min. activity change, % (test concentration not listed), hits read low. 360,000 compounds, 0.3% hits; in the data active = activity change below about -30%; note: % is set by controls: 0 for no effect and ±100 for the full control effect
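TRiC at 40 or 20 nM final (batch-dependent) in 30 mM Tris pH 7.4, 100 mM KCl, 5 mM MgCl2, 1 mM DTT, with compound at single 76 uM and 10 uM ATP, 30 min at 37 deg C. ADP detected by HTRF Transcreener, 665/615 ratio.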
EPAC1 antagonist: qHTS for Antagonist of cAMP-regulated guanine nucleotide exchange factor 3 (EPAC1): primary screen; EPAC1 GEF assay, Rap1b-BODIPY-GDP exchange fluorescence; Potency, µM (highest dose often 115 µM), for the others: top-dose activity change, negative = inhibition, usual class: inhibitors; 360,000 compounds, 0.14% hits; Rap guanine nucleotide exchange factor 3 (Homo sapiens), O95398;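 note: potency is the fitted concentration of half-maximal effect; plate controls were vehicle for no effect and positive control for full effect; nearly all actives have a fitted effect of over 50% in size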
PLK1 PBD block: qHTS for Inhibitors of PLK1-PDB (polo-like kinase 1 - polo-box domain): Primary Screen; Plk1 PBD binding of FITC phosphopeptide, fluorescence polarization; Potency, µM, for the others: max response, negative = inhibition, actives largely listed as inhibitors; 360,000 compounds, 2.8% hits; note: potency is the fitted concentration of half-maximal effect; series mostly up to about 57 µM; % is set by controls: 0 for no effect and ±100 for the full control effect; nearly all actives have a fitted effect of over 65% in size
EPAC1 agonist: qHTS for Agonist of cAMP-regulated guanine nucleotide exchange factor 3 (EPAC1): primary screen. AID 720707, 2013. 360,000 compounds, 0.073% hits. EPAC1 agonist qHTS, biochemical assay; response scale: 100% = response to 6.5 mM cAMP. Rap guanine nucleotide exchange factor 3 (Homo sapiens), O95398. Potency, µM (doses to about 154 µM), for inactives: at the top dose activation, hits mostly activators; note: potency is the fitted concentration of half-maximal effect; nearly all actives have a fitted effect of over 60% in size
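EPAC1 100 nM, Rap1B–BODIPY-GDP 250 nM, unlabeled GDP 50 uM; compound titration; 5 min RT; kinetic read ex480/em540 at 5-min intervals ×30 min; data normalized to 6.5 mM cAMP agonist control.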
Mm-Cpn inhibitor: Inhibitors of TCP-1 ring complex (TRiC) of Methanococcus maripaludis (MmCpn): qHTS | Chaperonin Mm-Cpn (Methanococcus maripaludis) | purified Mm-Cpn ATPase, ADP Transcreener TR-FRET | Potency, µM (series often up to 76.9 µM), without a hit: top-dose activity, negative = inhibition, actives largely listed as inhibitors | 330,000 compounds, 0.031% hits | AID 504842, 2011; note: potency is the fitted concentration of half-maximal effect; % is set by controls: 0 for no effect and ±100 for the full control effect; nearly all actives have a fitted effect of over 80% in size
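Reaction buffer contained 30 mM Tris pH 7.4, 100 mM KCl, 5 mM MgCl2 and 1 mM DTT. Mm-CPN (25 nM final) hydrolysed 10 uM ATP over 30 min at 37°C; ADP was read by HTRF.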
PI5P4K alpha inh: qHTS for Inhibitors of phosphatidylinositol 5-phosphate 4-kinase (PI5P4K). Phosphatidylinositol 5-phosphate 4-kinase type-2 alpha (Homo sapiens), P48426. PI5P4Kalpha enzyme, ADP-Glo luminescence, 60 min; hits give low values. max response, %. 330,000 compounds, 1.2% hits. AID 652105, 2013; active = max response of -50% or lower; inconclusive = between -30% and -50%; inactive = -30% or higher; note: value at the top dose of about 77 µM; % is set by controls: 0 for no effect and ±100 for the full control effect
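Enzyme plus substrate dispensed, test compounds pinned in, then ATP (5 microM final) added. After 60 min at RT, ADP-Glo reagent 1 for 45 min and reagent 2 for 30 min preceded luminescence imaging.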
WRN inhibitor: qHTS for Inhibitors of WRN Helicase; WRN helicase unwinding, fluorescent forked duplex, kinetic; Potency, µM (doses to about 114 µM), for inactives: at the top dose activity change, negative = inhibition, hits mostly inhibitors; 360,000 compounds, 0.46% hits; AID 651768, 2012; note: potency is the fitted concentration of half-maximal effect; % is set by controls: 0 for no effect and ±100 for the full control effect; nearly all actives have a fitted effect of over 55% in size
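Primary qHTS, 1536-well format. 20 nM WRN + compound, 15 min RT; start with 100 nM forked fluorophore/quencher duplex, 2 mM ATP (final); kinetic read ex 525/em 598 nm.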
* marks the source's active call; other numbers are inactive results; ? = inconclusive; / = no result given; [ ] = another dose, or the depositor's remark. Unless noted, calls come from the whole dose curve; as a rule, active = well fitted curve in the direction sought with a large enough effect; inconclusive = small, poorly fitted or top-dose-only effect, or another doubt; inactive = no such curve, though single readings can be large; an effect the other way counts as inactive or inconclusive. A portion of the library; the hit share may differ from the screen's.

SMILES	EPAC2 antag	CCT chaperon mod	EPAC1 antagonist	PLK1 PBD block	EPAC1 agonist	Mm-Cpn inhibitor	PI5P4K alpha inh	WRN inhibitor
CC(C(=O)Nc1ccccc1)N(c1cccc(Cl)c1)S(C)(=O)=O (centres undefined)	5%	1.6	4%	-1%	1%	1%	2	11%
O=C1c2[nH]nc(-c3ccccc3O)c2C(c2ccccc2)N1Cc1ccco1 (centres undefined)	-4%	-1.6	-11%	-8%	24%	1%	3	-19%
O=C1NC(=S)S/C1=C\c1ccc2ccccc2c1	?	-1.2	-14%	30µM*	-6%	2%	-62*	-5%
O=C(/C=C/c1ccco1)NCC1OCCc2ccccc21 (centres undefined)	8%	-1.0	56µM*	?	-1%	0%	-70*	56µM*
CC(C)(C)c1cc(CN(CCO)CCO)c(O)c(C(C)(C)C)c1	-13%	0.6	-22%	0%	-35%[inhibitor]	2%	6	-9%
CC(=O)Nc1ccc(S(=O)(=O)Nc2nc3ccccc3nc2-n2ccc(=NC(=O)c3ccccc3)cc2)cc1	7%	-5.9	?	-11%	17%	-18%	-19	?
CCOC(=O)c1c(NC(=O)c2nn(CC)cc2Br)sc2c1CCCCC2	-5%	-2.9	-14%	-17%	16%	0%	/	-14%[57.1 µM]
CC1=CC=CN2C1=NC(=O)CC2(C)C(=O)N(CC(=O)NC1CCCC1)Cc1ccccc1 (centres undefined)	0%	-7.2	19%	-19%	5%	-3%	-10	7%
CCOC(=O)C1CCCN(C(=O)c2ccccc2NS(=O)(=O)c2ccc(F)cc2)C1 (centres undefined)	3%	-1.6	-11%	5%	-2%	0%	3	5%
CCCCOc1ccc(C2(C)CC(=O)NC2=O)cc1 (centres undefined)	11%	3.1	-3%	-6%	4%	1%	15	-2%
CCN(CC)c1ncccc1C(=O)NCc1cccs1	-4%	-1.8	5%	-3%	9%	-14%	/	-8%
Cc1ccc(C2=NS(=O)(=O)N(C)C(C(=O)NC(C)c3ccccc3)=C2)cc1 (centres undefined)	-3%	0.3	-12%	7%	-3%	-2%	7	-3%
COc1ccccc1NC(=O)Nc1ccc(C(N)=O)cc1	-1%[57.1 µM]	1.8	-9%	-1%	-5%	1%	3	5%
COc1ccc(S(=O)(=O)N(C)CC(=O)N2CCN(C)CC2)cc1C	-3%	-0.9	-2%	4%	-3%	1%	-2	1%
CCN(CC)CCn1c(N)nc2ccccc21	-4%	0.2	4%	5%	1%	0%	5	0%
Cc1ccc(S(=O)(=O)N2CCN(c3ncnc4scc(-c5ccccc5)c34)CC2)cc1	-8%	-2.8	1%	-4%	2%	-5%	-4	-9%
COc1cccc(-n2c(N)cc(=O)nc2SCC(=O)Nc2cc(C)on2)c1	6%	0.8	-3%	7%	-6%	0%	-5	-1%
O=C(NN=C1CCCCCC1)C(=O)Nc1cccc(Br)c1	2%	1.2	-20%	-4%	1%	0%	2	-3%
CCOc1cc(C2C3=C(CC(C)(C)CC3=O)N(CCOC)C3=C2C(=O)CC(C)(C)C3)ccc1OC	-6%	-2.7	-1%	-7%	5%	-2%	-7	-6%
O=NC1=C(c2c(O)[nH]c3ccccc23)CCCC1	2%	-6.8	-4%	-3%	1%	1%	/	-2%
CCC(C)OC(=O)C1=C(C)NC(=O)CC1c1ccccc1OC (centres undefined)	-16%	-0.2	-10%	-3%	-6%	-2%	2	-8%[57.1 µM]
Cc1ccc2c(C)c(C(=O)N3CCCCC3CO)oc2c1C (centres undefined)	-20%	-1.3	22%	-12%	9%	3%	3	-1%
O=C(OCCCN=C1NS(=O)(=O)c2ccccc21)c1ccc([N+](=O)[O-])cc1	8%	-4.8	-8%	-12%	14%	0%	2	3%
Cc1ccnc(SCC(=O)Nc2c(C)n(C)n(-c3ccccc3)c2=O)n1	2%[57.1 µM]	-3.4	21%	-6%	-2%	3%	0	10%
COC(=O)c1[nH]c2ccc(Cl)cc2c1NC(=O)c1ccccc1[N+](=O)[O-]	23%	-1.4	-6%	-3%	8%	0%	4	3%
SMILES	EPAC2 antag	CCT chaperon mod	EPAC1 antagonist	PLK1 PBD block	EPAC1 agonist	Mm-Cpn inhibitor	PI5P4K alpha inh	WRN inhibitor
CCCc1cc(C(=O)N2CCCC(N3CCN(c4ccc(F)cc4)CC3)C2)no1 (centres undefined)	-5%	-0.9	-17%	-11%	-72%[inhibitor]	1%	9	-1%
COc1ccc(N2C(=NC(=O)C3CCCCC3)SC3CS(=O)(=O)CC32)cc1Cl (centres undefined)	-5%	-1.4	-4%	-11%	2%	0%	-2	-7%
O=C(NCCCN1CCCC1=O)c1ccc2c(=O)n(Cc3ccco3)c(=S)[nH]c2c1	0%	0.5	-4%	4.7µM*	-2%	-2%	?	-7%
CCCN=C1N/C(=C\c2ccco2)C(=O)N1c1ccccc1	2%	-1.6	8%	-7%	-4%	-8%	0	-12%
O=C(CSc1nc2ccccc2c(=O)n1-c1ccccc1)c1c[nH]c2ccccc12	-14%	-2.5	-14%	-7%	3%	-9%	-10	?
N=c1n(Cc2ccccc2)c2ccccc2n1CC(O)COc1ccccc1 (centres undefined)	13%	-1.2	6%	2%	3%	4%	/	10%
COc1ccc(OC)c(CNC(=O)CCS(=O)(=O)c2ccc3c(c2)oc(=O)n3C)c1	3%	-0.3	2%	-10%	11%	2%	4	-2%
COC(=O)c1c(C)cc(O)cc1O	-2%	2.7	-14%	1%	-14%	/	5	8%
CN(C)S(=O)(=O)c1ccccc1N=C=S	-17%	-1.3	?	-22%	-5%	-1%	8	-7%
O=C(Nc1ccc(C(=O)NCc2ccccc2Cl)cc1)C1=CSCCO1	-1%	1.2	-26%	-1%	10%	1%	1	-2%
O=C(NCc1ccccc1Cl)c1ccc2ccccc2n1	-16%	-0.5	5%	-9%	16%	0%	-4	5%
CCOCC(=O)N1CCN(c2ccc([N+](=O)[O-])cc2)CC1	-12%	-0.9	-10%	-17%	-1%	0%	8	-1%
CCOc1ccc(N2C(=O)C3C(c4ccc(OC)cc4OC)NC(CCSC)(C(=O)OC)C3C2=O)cc1 (centres undefined)	-1%	-1.2	?	8%	3%	-1%	-2	-3%[57.1 µM]
CSc1ccccc1C(=O)NCCSc1ccc(C)cc1	-17%	1.1	-5%	8%	-3%	0%	1	5%
C/C(=N\NC(=O)c1cc(-c2ccco2)nc2ccccc12)c1cccnc1	-14%	-2.2	-2%	-19%	15%	1%	-15	-4%
CCC(=O)NC(=S)Nc1ccc(NC(=O)c2ccc(Br)o2)cc1	0%[57.1 µM]	-1.8	-2%	-24%	1%	-2%	0	1%
Cc1ccc(N=Nc2c(=O)[nH]n3c(=O)cc(C)[nH]c23)cc1	-25%	-5.4	-9%	-8%	4%	-1%	?	-15%
CC1CCCN(S(=O)(=O)c2ccc(C(=O)Nc3nnc(-c4ccccn4)o3)cc2)C1 (centres undefined)	50%[activator]	0.2	-16%	-11%	1%	?	0	9%
Cc1nn(-c2ccccc2)c2c1c(C)c(CCC(=O)NCC1CCCO1)c(=O)n2C (centres undefined)	4%	1.3	-3%	6%	-9%	0%	1	8%
CCN(CC(=O)Nc1ccc(NC(C)=O)cc1)CC(=O)Nc1cccc(Cl)c1	-10%	-71*	-24%	-23%	6%	-4%	-1	-2%[57.1 µM]
COC(=O)C1(C)NC(c2ccc(F)cc2)C2C(=O)N(c3ccccc3)C(=O)C21 (centres undefined)	2%	0.2	19%	-14%	15%	-1%	0	2%
CC(=O)NCCC(=O)Nc1nc(-c2ccccc2Cl)cs1	-7%	1.7	-18%	1%	-5%	2%	4	-2%
O=C(NCCc1c[nH]c2ccccc12)c1ccc([N+](=O)[O-])o1	-3%	-0.4	-1%	-14%	-6%	/	-9	5%
Cc1ccc(-c2csc(NC(=O)/C=C/c3cccs3)n2)cc1C	3%	-2.6	-13%	-10%	10%	0%	5	-2%
CCCCC[C@@H]1[C@H]2[C@H]3C(=O)N(c4ccccc4)C(=O)[C@H]3CC(=O)[C@H]2[C@H](c2ccccc2)N1S(=O)(=O)c1ccc(C)cc1	?	1.1	-16%	3%	-10%	/	14	-8%
SMILES	EPAC2 antag	CCT chaperon mod	EPAC1 antagonist	PLK1 PBD block	EPAC1 agonist	Mm-Cpn inhibitor	PI5P4K alpha inh	WRN inhibitor
COc1cccc(CNC(=O)C(=O)N2CCC3(CC2)OCCN3S(=O)(=O)c2ccc(C)cc2)c1	10%	-2.0	8%	0%	3%	-3%	4	-3%
COC(=O)c1c(S(=O)(=O)N2CCOCC2)c(C)n(C)c1C	2%	-3.3	-6%	-13%	-1%	-11%	5	1%
CCOc1cc(CNC2CCCC2)c(Cl)cc1OCC(=O)Nc1ccccc1	3%	-2.0	-20%	4%	1%	0%	-1	1%
CCc1nc2ccc(C(=O)Nc3ccc(OC)c(OC)c3)cn2c1N(CC)Cc1ccc(OC)c(OC)c1	-18%	-2.4	-8%	4%	-10%	/	-3	-6%
COC(=O)C1=C(C)N(c2ccc(C)cc2)/C(=C/c2ccc(O)cc2)C1=O	10%	-2.1	-18%	0%	1%	-4%	-2	4%
O=C(COC(=O)c1ccco1)NCc1cccs1	6%	0.0	1%	-4%	-7%	1%	4	-10%
CCOC(=O)c1ccc(N=Cc2nc(-c3ccccc3)oc2OC(C)=O)cc1	4%	-1.5	10%	4.7µM*	0%	1%	/	-19%
Cc1ccc(C(=O)N(CC(=O)NC2CCCC2)c2cccc(F)c2)s1	-13%	-3.2	-23%	-5%	-3%	0%	4	-1%
Cc1nn2cnnc2c(C)c1Cc1c(F)cccc1Cl	-4%	-0.4	-15%	3%	-1%	2%	-5	4%
